QS inhibitor = inhibitors of bacterial quorum sensing in S. aureus; S. aureus RN6390 RNAIII-GFP reporter, AIP-induced, flow cytometry 3 h; 0.3% of 24,000 active; inhibition, % at 2 µM;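 active = share of bacteria positive for the green fluorescent reporter and its mean brightness both inhibited by 50% or more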;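 note: 0% = AIP-stimulated control and 100% = unstimulated bacteria without AIP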
QS inhibitor GFP MFI % = further read-out of QS inhibitor, marked with its call; inhibition, %; measured here: inhibition of GFP MFI
An asterisk follows results filed as active. An excerpt. The share of hits here may be higher or lower than overall.

SMILES	QS inhibitor	QS inhibitor GFP MFI %
CCC(C)NC(=O)Cn1cc2c(n1)CCC(C)C2 (stereo unspecified)	0	-6
N#Cc1nc(-c2cccs2)oc1NCCc1ccccc1	4	7
CCC(Sc1nc(=O)cc(N)n1CCc1ccccc1)C(=O)Nc1cc(C)on1 (stereo unspecified)	10	28
O=C1Nc2ccc(S(=O)(=O)N3CCCC3C(=O)O)c3cccc1c23 (stereo unspecified)	-7	-32
CCOC(=O)c1cnc(SC2CC(=O)N(c3ccc(OC)c(OC)c3)C2=O)nc1N (stereo unspecified)	-1	-1
O=C(NCc1ccco1)c1cnn2c(C(F)(F)F)cc(-c3ccco3)nc12	-1	-22
COc1cc(OC)c(NC(=O)CCNC(=O)Cn2cnc3ccccc3c2=O)cc1Cl	-4	-14
COCCc1ccc(OCC(O)CNC(C)C)cc1 (stereo unspecified)	-2	-11
NC(=O)CSc1nnc(Cn2c(=O)sc3ccccc32)n1-c1cccc(Cl)c1	-1	41
COc1cccc(C2c3c(oc4ccccc4c3=O)C(=O)N2c2ccccn2)c1 (stereo unspecified)	0	-5
CCOC(=O)CSc1nc2c(c(=O)n(C)c(=O)n2C)n1Cc1ccccc1F	2	40
CCC(=O)N1CCc2cc(S(=O)(=O)NCCC(=O)NC3CCCc4ccccc43)ccc21 (stereo unspecified)	-5	-15
CCOC(=O)c1cccc(NS(=O)(=O)c2cnc[nH]2)c1	4	21
COc1ccc(Nc2ccnc3ccccc23)cc1	-3	-14
CCCN1C(=O)c2cc(C(=O)NCCc3cccc(C)c3)ccc2C1O (stereo unspecified)	2	8
O=C(CN1C(=O)CC(c2ccco2)Sc2ccccc21)NCc1ccc2c(c1)OCO2 (stereo unspecified)	43	47
c1ccc2c(SCc3cn4cccnc4n3)ncnc2c1	-1	3
CC(=O)c1ccc2c(c1)Nc1ccccc1S2	-2	-26
CNc1nn(-c2cccc(Cl)c2)nc1N	4	22
Cc1cccc(NC(=O)c2cnc3sccn3c2=O)n1	-1	3
O=C1c2ccccc2C(=O)N1CNc1ccccc1	0	20
COc1cccc(CNC(=O)CN(C)S(=O)(=O)c2cnc[nH]2)c1	-2	-1
CCn1ncc(Cl)c1C(=O)Nc1ccncc1	0	1
COc1ccc(CNC(=O)c2cccc(N3CCCC3=O)c2)cc1	6	8
COc1cccc(N2CCN(C3CC(=O)N(c4ccc(F)c(Cl)c4)C3=O)CC2)c1 (stereo unspecified)	-2	-6
CCC(=O)N(c1ccc(F)cc1)C1C=CS(=O)(=O)C1 (stereo unspecified)	-2	4
Cc1nc(CSc2nnc3scc(-c4ccccc4)n23)cs1	-2	-9
COc1ccc(CNC(=O)c2ccc(NS(=O)(=O)c3c(C)noc3C)cc2)cc1	-8	-20
Cc1nc2ncnn2c(C)c1CCC(=O)Nc1ccc(S(=O)(=O)N2CCCCCC2)cc1	2	10
CCOCCCNC(=O)C1CCN(S(=O)(=O)CC)CC1	6	13
COc1ccc(C2C3=C(CC(C)(C)CC3=O)N(CCN3CCOCC3)C3=C2C(=O)CC(C)(C)C3)cc1	-2	-5
COc1ccc(C2CC(c3cccc(OC)c3)n3nc(N)nc3N2)cc1 (stereo unspecified)	-4	2
Cc1ccc(-c2noc(CN3CCN(c4ccccc4F)CC3)n2)cc1	1	-1
CCOC(=O)N1CCN(C(=O)CSc2nnc(-c3cc(OC)ccc3OC)o2)CC1	2	11
Cc1cc(C)c(NC(=O)C2CCCN2CCO)c(C)c1 (stereo unspecified)	-1	-5
CCN(CC)C(=O)c1cc(-c2ccccc2OC)on1	-1	-25
O=C(CSc1nnc(-c2cnccn2)n1Cc1ccco1)c1ccc(Cl)cc1	5	13
COc1ccc(C)cc1NS(=O)(=O)c1ccc(NS(=O)(=O)c2ccc(NC(C)=O)cc2)cc1	-2	7
O=C(NCc1ccccn1)C1CCC(=O)N1C1CCCC1 (stereo unspecified)	-2	1
N#Cc1ccccc1Cn1c(=O)n(Cc2ccc(C(=O)NCc3ccco3)cc2)c(=O)c2ccccc21	-2	-7

Of the compounds above, these contain an NH in an aromatic ring:
SMILES	QS inhibitor	QS inhibitor GFP MFI %
CCOC(=O)c1cccc(NS(=O)(=O)c2cnc[nH]2)c1	4	21
COc1cccc(CNC(=O)CN(C)S(=O)(=O)c2cnc[nH]2)c1	-2	-1

Further records.
SMILES	QS inhibitor	QS inhibitor GFP MFI %
Nc1nc(Nc2cccc(C(F)(F)F)c2)nc(C(F)(F)F)n1	-5	-12
COc1ccc(NC(=O)N(C2CCCCC2)C(C)c2ccco2)c(OC)c1 (stereo unspecified)	-3	-2
CC(C)C(NS(=O)(=O)c1ccc(Br)s1)C(=O)O (stereo unspecified)	-3	-4
Cc1cc2c(cc(C(=O)NCCCN3CCOCC3)n2Cc2ccc(Cl)cc2)o1	2	3
COC(=O)c1ccc(CSc2nc3c(cnn3-c3ccccc3)c(=O)[nH]2)o1	14	18
COc1ccc(NC(=O)Nc2cccs2)cc1OC	-7	-42
O=C(CSCc1cnn(-c2ccccc2)c1-n1cccc1)NCc1cccs1	-2	-18
Cc1cc(NS(=O)(=O)c2ccc(NC(=O)C(C)N3C(=O)c4ccccc4C3=O)cc2)nc(C)n1 (stereo unspecified)	-1	-11
CC1CC(C)CN(CC(=O)Nc2ccc(S(N)(=O)=O)cc2)C1 (stereo unspecified)	0	0
COCCCNC(=O)CCn1c(=O)c2ccccc2n(CC(=O)Nc2ccc(C)cc2C)c1=O	0	2
O=C(NC1=NCCS1)c1nc(-c2ccccc2)n(-c2ccccc2)n1	0	-2
CC(=O)Nc1c(OC(C)=O)ccc2c(C)cc(=O)oc12	7	19
CS(=O)(=O)N1CCC(C(=O)NCCC2=CCCCC2)CC1	-1	3
CCOc1ccccc1-c1nc(-c2ccc(NC(=O)Cc3ccc(OC)cc3)cc2)no1	-4	-21
CCCC(=O)Nc1cc(-c2nnc(OC)c3ccccc23)ccc1N1CCOCC1	0	7
CC(C)(Oc1ccc(CCNC(=O)c2ccc(Cl)cc2)cc1)C(=O)O	0	5
CCOC(=O)CSCc1nc(-c2ccc(Cl)cc2)oc1C	-1	-5
CCOC(=O)CN(C)Cc1c[nH]c2ccccc12	-1	-2
COc1cc(OC)c(C2CC(=O)N3CN(C)CSC3=C2C#N)cc1OC (stereo unspecified)	-2	-27
O=C(Nc1ccc(S(=O)(=O)N2CCCCCC2)cc1)c1ccco1	0	6

Single records, from the list above.
Profile of `O=C(Nc1ccc(S(=O)(=O)N2CCCCCC2)cc1)c1ccco1` = QS inhibitor: 0; QS inhibitor GFP MFI %: 6
Profile of `O=C(CSCc1cnn(-c2ccccc2)c1-n1cccc1)NCc1cccs1` = QS inhibitor: -2; QS inhibitor GFP MFI %: -18

(more compounds)
SMILES	QS inhibitor	QS inhibitor GFP MFI %
COc1ccc(CNC(=O)C2CCCN(c3nc4ccccc4o3)C2)c(OC)c1 (stereo unspecified)	0	8
CC1(C)N=C(N)N=C(N)N1c1ccc(F)cc1F	-2	-10
O=C(c1cnc(N2CCN(c3ncccn3)CC2)c2ccccc12)N1CCN(c2ccccn2)CC1	-3	-2
c1ccc(C2COC(c3cccs3)=N2)cc1 (stereo unspecified)	-2	-6
Cc1ccc(S(=O)(=O)NCCC(=O)NC2CCCC2)cc1	-2	0
CCN1CCN(c2nc(C)nc3c2sc(=S)n3C)CC1	-1	-10
COc1ccc(Cc2nnc(NC(=O)c3c(-c4ccccc4)noc3C)s2)cc1OC	7	13
CSc1cccc(NC(=O)CN(C)S(=O)(=O)c2ccccc2)c1	0	26
COc1cc(-c2nc(S(=O)(=O)c3ccccc3)c(N3CCOCC3)o2)cc(OC)c1OC	-1	1
CC1(C)N=C(c2ccc(Cl)cc2)C(=O)N1	-2	-15
COc1cc(S(=O)(=O)N2CCN(c3ccccc3F)CC2)ccc1Cl	3	10
Cc1cc(S(=O)(=O)NCc2ccc(S(N)(=O)=O)cc2)c(C)s1	-1	8
CCOC(=O)c1oc2ccc(S(=O)(=O)N3CCC(C)CC3)cc2c1C	-3	-25
COc1ccc(NC(=O)CSc2nnc(Cc3cccn3C)n2-c2ccc(OC)cc2)cc1	-4	-5
COCCNC(=O)C1CCN(S(=O)(=O)N2CCC3(CC2)OCCO3)CC1	-2	-5
CCc1ccccc1-n1c(SCC(=O)Nc2ccc3c(c2)OCCO3)nc2[nH]ncc2c1=O	0	9
COc1ccc(-c2cn3c(C)c(C(=O)NC(C)C)sc3n2)cc1	-4	-67
CCCCS(=O)(=O)NC1=NCN(C2CCN(Cc3ccccc3)CC2)CN1	-2	4
O=C(NCCC1=CCCCC1)C1CCCN(c2nc3ccccc3o2)C1 (stereo unspecified)	1	7
O=C1CCC(C(=O)NC2(C(=O)NC3CCCCC3)CCCCC2)N1 (stereo unspecified)	-2	-20

By substructure: those above containing a CF3 group.
SMILES	QS inhibitor	QS inhibitor GFP MFI %
O=C(NCc1ccco1)c1cnn2c(C(F)(F)F)cc(-c3ccco3)nc12	-1	-22
Nc1nc(Nc2cccc(C(F)(F)F)c2)nc(C(F)(F)F)n1	-5	-12

Among those listed so far, these contain a COOH group:
SMILES	QS inhibitor	QS inhibitor GFP MFI %
O=C1Nc2ccc(S(=O)(=O)N3CCCC3C(=O)O)c3cccc1c23 (stereo unspecified)	-7	-32
CC(C)C(NS(=O)(=O)c1ccc(Br)s1)C(=O)O (stereo unspecified)	-3	-4
CC(C)(Oc1ccc(CCNC(=O)c2ccc(Cl)cc2)cc1)C(=O)O	0	5

Other structures follow.
SMILES	QS inhibitor	QS inhibitor GFP MFI %
CCN(CC)S(=O)(=O)N1CCC(C(=O)NCc2ccc(C)cc2)CC1	0	8
Cc1ccc(N2CCN(C(=O)c3ccccc3)CC2)c(C)c1	0	10
CCc1ccc(-c2nc(CN3CCC(C(=O)N4CCN(c5ccccc5)CC4)CC3)c(C)o2)cc1	-6	-9
COc1cccc(C2=NOC(C(=O)N3CCN(Cc4ccccc4)CC3)C2)c1OC (stereo unspecified)	0	-2
O=C(Nc1ccc2c(c1)OCO2)N1CCN(C(=O)C2CCCO2)CC1 (stereo unspecified)	1	16
O=c1c2c3nc4ccccc4nc3n(CC3CCCO3)c2ncn1CCc1ccccc1 (stereo unspecified)	-1	1
CC(=O)Nc1ccc(S(=O)(=O)N2CCN(Cc3ccncc3)CC2)cc1	0	1
CCN(C)c1ccc(/C=N\n2nnnc2N)cc1	-1	-13
CCCCn1c(=NC(=O)c2ccco2)c(C(=O)OCC)cc2c(=O)n3ccccc3nc21	4	22
CCCN1C=CC(=C2C(=O)c3ccccc3C2=O)C=C1	0	4
O=C(CSc1nc2ccccc2o1)N1CCN(c2ccc(Cl)cc2)CC1	0	5
CCOC(=O)Cn1nc(-c2ccc(C)cc2)ccc1=O	-1	-12
CC(C)CNS(=O)(=O)c1ccc(CCC(=O)NCc2ccco2)cc1	-2	1
Cc1ccccc1Cn1nc(C)c(NC(=O)c2noc3c2CCCC3)c1C	0	-9
CCN(C(=O)c1cc(Cl)ccc1OC)c1ccccc1	-4	-8
CCOc1ccc(N(CC(=O)Nc2cccc(OC)c2)S(=O)(=O)c2c(C)noc2C)cc1	-3	-25
O=C(CN1C(=O)NC2(CCSC2)C1=O)N1CCN(c2ccc(F)cc2)CC1 (stereo unspecified)	0	20
O=C(CSc1ncnc2c1oc1ccccc12)Nc1ccccc1C(F)(F)F	1	4
COc1ccc(Oc2ccc(N/C=C3/CCCC3=O)cc2)cc1	0	25
O=C(Cn1nnc2ccccc2c1=O)NC1CCCc2ccccc21 (stereo unspecified)	0	-1
O=C(OCC(=O)N1CCCC1)c1ccccc1OCc1ccccc1	0	-4
COCCCNC(=O)CCc1nc2cccnc2n1Cc1ccc(OC)cc1	1	6
CCC(=O)N1CCc2cc(Br)cc(S(=O)(=O)CCC(=O)NCC3CCCO3)c21 (stereo unspecified)	0	-55
CCOc1ccccc1NC(=O)C1CCCN(S(=O)(=O)c2cccc3nsnc23)C1 (stereo unspecified)	-1	-6
COc1ccc(C(=O)NCCn2ccc3ccccc32)c(OC)c1	0	-2
CCCC1Cc2c(sc3ncnc(N)c23)CO1 (stereo unspecified)	-13	-58
COc1ccc(C2C(C(=O)NCc3ccco3)CCC(=O)N2c2ccc(OC)cc2)cc1 (stereo unspecified)	-2	-33
O=S(=O)(NCc1cn2ccccc2n1)c1cc(F)ccc1F	5	18
Cc1oc2c(CN3CCOCC3)c(O)ccc2c(=O)c1-c1ccc(Br)cc1	-1	-2
COCCOC(=O)C1=C(C)N=C2SCCC(=O)N2C1c1cccc(Br)c1 (stereo unspecified)	-3	-23
O=C(NCC(=O)N1CCC(N2CCCCC2)CC1)C1CCCCC1	-4	0
CC(C)(CO)NC(=O)CCCOc1ccc(Cl)cc1Cl	-4	-13
CCOC(=O)CN1CC23C=CC(O2)C(C(=O)Nc2ccc4c(c2)OCO4)C3C1=O (stereo unspecified)	-5	-11
COc1ccccc1NC(=O)CN(c1ccc(C)cc1)S(=O)(=O)c1c(C)n[nH]c1C	-8	-20
Cc1noc(C)c1S(=O)(=O)Nc1ccc(C(=O)NC2CCCCC2)cc1	-2	-8
